Screening results deposited in PubChem BioAssay by National Center for Advancing Translational Sciences (NCATS).
Epigenetic derep = Quantitative High-Throughput Screen for Regulators of Epigenetic Control. murine LDR cells, GFP reporter derepression, 30 h. Potency, µM (series often up to 53.9 µM), for the others: at the top dose GFP activation, actives largely listed as activators. hit rate 0.2% among 280,000; note: potency is the fitted concentration of half-maximal effect; % of control where 0% means no effect; nearly all actives have a fitted effect of over 60% in size
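Murine LDR cells bearing a silenced CMV-driven GFP reporter were exposed to compound for 30 h at 37 C. After PBS washes, GFP-positive cells (20-120 um objects) counted by laser-scanning microplate cytometry.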
IMPase Li inh = qHTS Assay for Identifying the Cell-Membrane Permeable IMPase Inhibitors: Potentiation with Lithium; hit rate 0.35% among 210,000; Potency, µM (titrated, usually from 59.4 µM), without a hit: at the highest dose activity, negative = IMPase inhibition, usual class: inhibitors; CHO-M1 cells, IP1 TR-FRET (IP-One), carbachol + lithium; AID 1457, 2008;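 note: IP1 builds up when IMPase is blocked and the TR-FRET signal falls; potency is the fitted concentration of half-maximal effect; plate controls were basal vehicle for no effect and high inhibitor control for full effect; nearly all actives have a fitted effect of over 50% in size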
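Readout is a homogeneous TR-FRET IP1 immunoassay (Ex 320, Em 665 and 620), where raised cytosolic IP1 lowers signal. Cells were CHO-M1 treated 30 min at 37C with test compounds plus a little lithium; AC50 values came from Hill-equation fitting.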
KinaseGlo FLuc = Counterscreen for Luciferase (Kinase-Glo TM) Inhibition; Kinase-Glo luciferase, ATP luminescence, 8 min; AID 1379, 2008; hit rate 0.28% among 200,000; Potency, µM (highest dose often 38.3 µM), for the others: at the highest dose activity change, negative = inhibition, usual class: inhibitors; note: potency is the fitted concentration of half-maximal effect; % is set by controls: 0 for no effect and ±100 for the full control effect; nearly all actives have a fitted effect of over 60% in size
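Light output from Kinase-Glo luciferase with luciferin and 10 uM ATP in 50 mM imidazole pH 7.2, KCl, MgCl2, Tween 20, BSA; compound pin-delivered, 8-min ambient incubation, then luminescence read.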
L3MBTL1 block = qHTS Assay for the Inhibitors of L3MBTL1. AlphaScreen L3MBTL1–H3K9me1 peptide binding. AID 485360, 2010. hit rate 0.66% among 230,000. Lethal(3)malignant brain tumor-like protein 1 (Homo sapiens), Q9Y468. Potency, µM (titrated, usually from 57.1 µM), without a hit: top-dose activity, negative = inhibition, actives largely listed as inhibitors; note: potency is the fitted concentration of half-maximal effect; % is set by controls: 0 for no effect and ±100 for the full control effect; nearly all actives have a fitted effect of over 60% in size
Target sequence (Q9Y468 whole entry, looked up): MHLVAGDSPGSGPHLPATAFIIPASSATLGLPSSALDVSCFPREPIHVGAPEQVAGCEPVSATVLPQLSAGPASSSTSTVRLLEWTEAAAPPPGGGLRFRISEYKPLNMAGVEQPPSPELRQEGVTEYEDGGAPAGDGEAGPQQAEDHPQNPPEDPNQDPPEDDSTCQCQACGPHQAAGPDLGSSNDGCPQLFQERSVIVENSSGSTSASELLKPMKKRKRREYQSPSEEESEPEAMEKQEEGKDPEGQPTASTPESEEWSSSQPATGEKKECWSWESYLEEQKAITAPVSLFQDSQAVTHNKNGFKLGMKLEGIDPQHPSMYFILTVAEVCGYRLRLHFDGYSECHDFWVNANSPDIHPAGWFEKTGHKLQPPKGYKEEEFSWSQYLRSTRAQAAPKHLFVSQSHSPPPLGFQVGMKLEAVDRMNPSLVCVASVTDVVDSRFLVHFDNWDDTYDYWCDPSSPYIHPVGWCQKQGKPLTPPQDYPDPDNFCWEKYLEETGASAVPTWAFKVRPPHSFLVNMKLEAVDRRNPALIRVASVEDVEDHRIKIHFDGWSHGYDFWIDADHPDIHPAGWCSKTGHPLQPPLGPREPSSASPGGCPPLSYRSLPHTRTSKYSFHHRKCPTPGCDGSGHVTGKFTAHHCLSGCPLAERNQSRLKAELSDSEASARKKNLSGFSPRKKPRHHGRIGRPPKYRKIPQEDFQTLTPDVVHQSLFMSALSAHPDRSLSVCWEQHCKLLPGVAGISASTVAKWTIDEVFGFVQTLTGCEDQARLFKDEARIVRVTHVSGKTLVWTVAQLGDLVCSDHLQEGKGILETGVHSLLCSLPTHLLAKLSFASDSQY
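AlphaScreen assay: L3MBTL1 (50 nM final) was preincubated 30 min at room temperature with biotinylated H3(1-15)K9me1 peptide (75 nM final), then 30 min with library compounds; streptavidin donor and nickel chelate acceptor beads (10 ug/mL final) added, 30 min dark.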
CBFb RUNX1 block = qHTS Assay for Compounds Blocking the Interaction Between CBF-beta and RUNX1 for the Treatment of Acute Myeloid Leukemia; 230,000 tested, under 10 active; AlphaScreen CBFb-His/RUNX1-biotin binding, biochemical; AID 1477, 2009; Runt-related transcription factor 1 (Homo sapiens) + Core-binding factor subunit beta …; Potency, µM (doses to about 59.8 µM), for inactives: at the top dose activity, negative = inhibition, actives largely listed as inhibitors; note: % of control where 0% means no effect
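Room-temperature protein-protein interaction test with 30 nM each of His-tagged CBF-beta and biotinylated RUNX1, 15 min with compound, then 90 min with nickel plus streptavidin beads. Signal read in AlphaScreen mode.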
NPSR antagonist = qHTS Assay for Antagonists of the Neuropeptide S Receptor: cAMP Signal Transduction | Q6W5P4 | CHO-NPSR cells, cAMP TR-FRET, antagonist mode | Potency, µM (titrated, usually from 38.3 µM), for inactives: at the highest dose activity change, negative = inhibition, hits mostly inhibitors | hit rate 1% among 220,000 | AID 1461, 2008; note: potency is the fitted concentration of half-maximal effect; % is set by controls: 0 for no effect and ±100 for the full control effect; nearly all actives have a fitted effect of over 50% in size; many of its hits are not listed in these tables
HTT aggregate = qHTS Multiplex Assay to Identify Dual Action Probes in a Cell Model of Huntington: Aggregate Formation (GFP); PC12 HttQ103-GFP aggregates, Acumen cytometry, 40 h; Potency, µM (series often up to 46.1 µM), inactives show at the top dose activity change, negative = inhibition, hits mostly inhibitors; hit rate 1.1% among 220,000; AID 1688, 2009; note: potency is the fitted concentration of half-maximal effect; % is set by controls: 0 for no effect and ±100 for the full control effect; nearly all actives have a fitted effect of over 60% in size
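Huntingtin Q103 exon 1–GFP aggregates in induced PC12 cells (100 nM tebufenozide) were quantified by cytometry from lysates, with compounds dosed in titration.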
* marks the source's active call; other numbers are inactive results; ? = inconclusive; . = no result given; & = joins results of further samples; [ ] = remark or other dose. Calls come from the whole dose curve; as a rule, active = well fitted curve in the direction sought with a large enough effect; inconclusive = small, poorly fitted or top-dose-only effect, or another doubt; inactive = no such curve, though single readings can be large; an effect the other way counts as inactive or inconclusive. The list is partial; rates above refer to the full screens.

structure	Epigenetic derep	IMPase Li inh	KinaseGlo FLuc	L3MBTL1 block	CBFb RUNX1 block	NPSR antagonist	HTT aggregate
CCOC(=O)C1=CC2(CC)CCCN3CCc4c(n1c1ccccc41)C32 (stereo unspecified)	1.1%	7%	.	.	12%&12%	.	16%
CCC(Oc1ccccc1)C(=O)N1CCN(C(=O)C(CC)Oc2ccccc2)CC1 (stereo unspecified)	2.8%	7%[38.3 µM]	-2%	.	-6%	-13%[46.1 µM]	6%
Cc1onc(-c2ccccc2Cl)c1C(=O)Nc1nnc(-c2ccc(Cl)cc2Cl)s1	0.8%	?	3%	-4%	11%	11%[46.1 µM]	35µM*
CCS(=O)(=O)c1ccc(C(=O)NC2CC2)c(Cl)c1Cl	3.7%	2%	-1%	7%	1%	9%	-12%
Cn1c(COc2ccccc2)nnc1SCCSc1nnc(COc2ccccc2)n1C	-1.0%	8%[38.3 µM]	3%	.	0%	-22%[46.1 µM]	-11%
CCOc1ccc(N(CC(=O)Nc2cccc(C)c2C)S(=O)(=O)c2c(C)[nH]c(=O)[nH]c2=O)cc1	0.0%	.	.	0%	-1%	5%	-28%[9.22 µM]
Cc1ccccc1NC(=O)/C(=C\c1cccs1)NC(=O)c1ccccc1	-0.8%	4%[38.3 µM]	0%	4%	2%	-11%[46.1 µM]	3%
CCOC(=O)C1CCN(C(=O)CCNC(=O)c2cc(OC)c(OC)c(OC)c2)CC1	-1.0%	-1%[38.3 µM]	-2%	3%	1%	6%[46.1 µM]	30%
CCCCNc1ccc(C(=O)Nc2cccc(C)n2)cc1[N+](=O)[O-]	3.7%	2%	0%	-16%	21%	-17%[46.1 µM]	1%
COCCN1C(=O)c2ccccc2C(C(=O)N2CCN(c3ccccn3)CC2)C1c1ccc(F)cc1 (stereo unspecified)	1.0%	5%	-1%	1%	-2%	0%[46.1 µM]	-4%
Cc1sc2c(c1C)C(=O)NC(c1cccc(O)c1)N2 (stereo unspecified)	0.0%	-3%[38.3 µM]	1%	-4%	-1%	?	9%
CCn1c(CC(=O)Nc2ccc(C)cc2)n[nH]c1=S	-0.1%	2%	2%	-3%	.	1%	-6%
CC1CN(c2ccc([N+](=O)[O-])cc2C(=O)N2CCOCC2)CC(C)N1 (stereo unspecified)	-0.9%	-2%	-3%	40%[activator]	-4%	10%	-13%
CCOC(=O)N1CCN(C(=O)CSc2ccc(-c3ccccc3)nn2)CC1	0.5%	6%	7%	?	-4%	6%	-12%
c1ccc(CNc2nc(NCc3ccco3)nc(N3CCOCC3)n2)cc1	3.2%	14%	-2%	-11%	-8%	-13%	.

By substructure: the entries above containing a thiophene ring, fused or not.
structure	Epigenetic derep	IMPase Li inh	KinaseGlo FLuc	L3MBTL1 block	CBFb RUNX1 block	NPSR antagonist	HTT aggregate
Cc1ccccc1NC(=O)/C(=C\c1cccs1)NC(=O)c1ccccc1	-0.8%	4%[38.3 µM]	0%	4%	2%	-11%[46.1 µM]	3%
Cc1sc2c(c1C)C(=O)NC(c1cccc(O)c1)N2 (stereo unspecified)	0.0%	-3%[38.3 µM]	1%	-4%	-1%	?	9%

Later entries.
structure	Epigenetic derep	IMPase Li inh	KinaseGlo FLuc	L3MBTL1 block	CBFb RUNX1 block	NPSR antagonist	HTT aggregate
CCOc1ccccc1NC(=O)CSc1nc2c(c(=O)n1C)SC(C)C2 (stereo unspecified)	0.0%	36%[activator][38.3 µM]	2%	-4%	1%	-15%[46.1 µM]	-18%
O=C(CCNC(=O)Cn1ccc2ccccc2c1=O)NCc1ccc(F)cc1Cl	1.3%	-4%	1%	-1%	-1%	14%	4%
O=C1CCCC(=O)C1CS(=O)(=O)c1ccccc1	1.0%	3%	-1%	.	4%	-1%	-10%
CC1(C)CC(=O)C2=C(C1)N(c1ccccc1C#N)C(N)=C(C#N)C2c1cccs1 (stereo unspecified)	0.1%	28%[38.3 µM]	0%	.	-12%	-21%[46.1 µM]	-23%
N#Cc1ccccc1CN1C(=O)NC(Cc2c[nH]c3ccccc23)C1=O (stereo unspecified)	-5.7%	-28%	-4%	.	13%	-19%	4%
CSc1nnnn1-c1cccc(O)c1	0.0%	21%[38.3 µM]	4%	-1%	7%	-14%[46.1 µM]	-23%
CCn1c(SCC(=O)Nc2cc(NC(C)=O)ccc2OC)nnc1-c1ccccn1	1.2%	-1%	-1%	-2%	-1%	-1%[46.1 µM]	-1%
CSc1ccccc1NC(=O)c1onc(C)c1Cl	-0.2%	-2%[38.3 µM]	15%	.	2%	4%[46.1 µM]	11%
COc1ccc(N2C(=O)C3CCCN3C2c2ccc(F)cc2)cc1Cl (stereo unspecified)	-8.9%	-7%	0%	6%	6%	-5%[46.1 µM]	4%
O=Cc1ccccc1OCCOc1ccc([N+](=O)[O-])cc1	5.2%	3%	0%	.	-6%	-27%	-22%
CCCSc1nnc2n(N)c(=O)c3ccccc3n12	0.0%	-1%[38.3 µM]	3%	-7%	5%	-13%[46.1 µM]	5%
COCCn1c(SCC(=O)NCc2ccc3c(c2)OCO3)nc2ccccc2c1=O	-1.0%	15%	-3%	-5%	-24%	-7%	-4%
CCSc1nnnn1-c1ccccc1	0.7%	6%[38.3 µM]	-4%	.	2%	-26%[46.1 µM]	20%
O=C(NCc1ccccc1)NC(O)C(Cl)(Cl)Cl (stereo unspecified)	-0.1%	4%	4%	-2%	-2%	-12%	-1%[9.22 µM]
CCCc1nc2ccc(NC(=O)NCCC(=O)OCC)cc2c(=O)n1Cc1cccc(Cl)c1	0.1%	35%[38.3 µM]	18%	.	-3%	?	5%

structure	Epigenetic derep	IMPase Li inh	KinaseGlo FLuc	L3MBTL1 block	CBFb RUNX1 block	NPSR antagonist	HTT aggregate
COc1ccc(C2C(C(=O)c3cccs3)=C(O)C(=O)N2Cc2cccnc2)cc1OC (stereo unspecified)	-1.1%	-7%	-9%	3%	-3%	-15%	0%[9.22 µM]
CC(C(=O)Nc1nccs1)c1ccc([N+](=O)[O-])cc1 (stereo unspecified)	-1.3%	2%	-1%	1%	-13%	-10%	?
O=C(Nc1ccc(CN2CCS(=O)(=O)CC2)cc1)c1ccccc1	5.2%	.	.	.	-5%	5%	-28%[9.22 µM]
CCC1S/C(=N/N=C/c2cccs2)NC1=O (stereo unspecified)	0.0%	-4%[38.3 µM]	0%	-1%	-5%	1%[46.1 µM]	-4%
CC(=O)c1cccc(NC(=O)CC2S/C(=N/N=C/c3cccs3)NC2=O)c1 (stereo unspecified)	-3.2%	1%	1%	5%	-7%	3%	-17%[9.22 µM]
CC(C)CCNC(=O)c1ccc(Cl)c(N)c1	-0.8%	2%	0%	7%	2%	12%	24%
C(=N\n1cnnc1)/c1ccc(OCc2cccc3ccccc23)cc1	2.8%	25%[38.3 µM]	7%	.	-6%	?	13%[1.84 µM]
Cn1cnnc1SCC(=O)Nc1ccc(Cl)cn1	-0.9%[10.1 µM]	-2%	1%	10%	0%	6%	15%[9.22 µM]
Cc1cc(C(=O)Nc2cccc(O)c2)c(C)o1	-1.1%	-3%[38.3 µM]	-5%	-5%	6%	-2%[46.1 µM]	1%
CCCOc1ccc(Br)cc1CSC(=N)N	0.0%	9%	4%	18%	?	?	-6%
Cc1csc(SCCn2c(N3CCN(c4ccccc4)CC3)nc3c2c(=O)[nH]c(=O)n3C)n1	-1.2%	21%[38.3 µM]	4%	-3%	2%	?	2%[9.22 µM]
CN(CC(=O)Nc1ccc2c(c1)OCCO2)S(=O)(=O)c1cccc2cccnc12	0.8%	10%[38.3 µM]	-6%	-5%	-3%	-2%[46.1 µM]	13%
O=C(CP(=O)(c1ccccc1)c1ccccc1)Nc1nc2ccccc2s1	0.7%	.	.	1%	3%	1%	5%[9.22 µM]
COc1ccc(-c2cn[nH]c2N)c(OC)c1	0.0%	11%[38.3 µM]	-3%	-8%	-17%	-11%[46.1 µM]	?
COc1ccccc1NC(=O)c1cc2ccc(O)cc2o/c1=N\O	-1.0%	-1%[38.3 µM]	-7%	-3%	1%	-20%[46.1 µM]	13%

As entered above:
KinaseGlo FLuc with `Cc1csc(SCCn2c(N3CCN(c4ccccc4)CC3)nc3c2c(=O)[nH]c(=O)n3C)n1` : 4%
Epigenetic derep with `C(=N\n1cnnc1)/c1ccc(OCc2cccc3ccccc23)cc1` : 2.8%

Following part.
structure	Epigenetic derep	IMPase Li inh	KinaseGlo FLuc	L3MBTL1 block	CBFb RUNX1 block	NPSR antagonist	HTT aggregate
O=C(c1cc([N+](=O)[O-])ccc1N1CCCCC1)N1CCc2ccccc21	1.1%	14%	4%	-4%	-22%	-42%	?
c1ccc(-c2nnc3sc(-c4cc5ccccc5o4)nn23)cc1	-1.1%	11%	-2%	2%	9%	?	-7%
CC(NC(=S)Nc1ccc(OC(F)F)cc1)c1ccc(F)cc1 (stereo unspecified)	-0.5%	1%	4%	4%	6%	-22%	0%
CC1CC(=S)Nc2ccccc2S1 (stereo unspecified)	-2.0%	-14%	0%	-7%	-8%	-3%[46.1 µM]	14%
CCOc1ccccc1OCCCC(=O)N(C)CC(=O)Nc1cc(C)ccc1C	-0.5%	-1%	5%	-3%	15%	-6%	5%

Compounds shown so far containing a furan ring, fused or not (3):
structure	Epigenetic derep	IMPase Li inh	KinaseGlo FLuc	L3MBTL1 block	CBFb RUNX1 block	NPSR antagonist	HTT aggregate
c1ccc(CNc2nc(NCc3ccco3)nc(N3CCOCC3)n2)cc1	3.2%	14%	-2%	-11%	-8%	-13%	.
Cc1cc(C(=O)Nc2cccc(O)c2)c(C)o1	-1.1%	-3%[38.3 µM]	-5%	-5%	6%	-2%[46.1 µM]	1%
c1ccc(-c2nnc3sc(-c4cc5ccccc5o4)nn23)cc1	-1.1%	11%	-2%	2%	9%	?	-7%
